MEX-5 binding: MEX-5 zinc finger RNA-binding disruptors – biochemical, C. elegans, fluorescence polarization, MLPCN library, primary screen | activity score (negative = inhibition of binding), % at 10 µM | AID 1832, 2009 | MEX-5/FITC-TCR2 RNA binding; hits give low values | 300,000 compounds, 0.38% hits | Zinc finger protein mex-5 (Caenorhabditis elegans), Q9XUB2;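 active = inhibition past about -25% in most replicates, and total fluorescence under double the plate's negative control median, limit read from the data; inconclusive = replicates evenly split on the limit, or fluorescence at least double controls; inactive = too little inhibition in most replicates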;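 note: 0% = DMSO and -100% = 5 µM competing unlabeled TCR2 RNA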
MCL1 BIM primary: inhibitors of MCL1 binding to BIM-BH3, primary screen, biochemical, fluorescence polarization; Induced myeloid leukemia cell differentiation protein Mcl-1 (Homo sapiens), Q07820; GST-MCL1 / FITC-Bim-BH3 fluorescence polarization; inhibition, % at 10.9 µM; 320,000 compounds, 0.68% hits; AID 2057, 2009;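 active = inhibition above the mean inhibition of all tested compounds plus 3 SD, set per campaign, cut at about 40% in these data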;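 note: 0% = DMSO wells and 100% = unlabeled Bim-BH3 peptide control; higher means more loss of mP so more displacement of Bim peptide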
AGP1 TOR yeast: modulators of AGP1-GFP expression in yeast TOR pathway, primary screen, cell-based, multiplex flow cytometry, S. cerevisiae, MLPCN library; 3 h; GFP as percent of DMSO wells; GFP response vs DMSO, % at 10 µM; 320,000 compounds, 0.02% hits; AID 2066, 2009;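 active = GFP response relative to DMSO above a set limit, near screen average plus 3 SD, cut at about 150% in these data; inconclusive = fewer than 70 cells counted for the yeast strain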;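 note: median GFP channel fluorescence of the gated AGP1 strain per well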
Fam108B counter: mouse Fam108B serine hydrolase inhibitors, primary screen, counter-screen for RBBP9 inhibitor project, biochemical, fluorescence polarization. inhibition, % at 9.51 µM. recombinant Fam108B, FP-Rh probe fluorescence polarization. 300,000 compounds, 0.33% hits;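 active = inhibition above the screen mean inhibition plus 3 SD, computed separately per campaign, cut at about 18% in these data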;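 note: inhibitors lower polarization as less probe binds the enzyme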
GRK2 aptamer HTS: compounds blocking aptamer binding on GRK2 – biochemical, human GRK2, bead flow cytometry, HTS, primary screen. Beta-adrenergic receptor kinase 1 (Homo sapiens), P25098. FAM-aptamer displacement from GRK2. inhibition of aptamer binding, % at 10 µM. 330,000 compounds, 0.59% hits. AID 488847, 2010;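 active = inhibition of aptamer binding above 40%, roughly 3 SD of noise, on plates passing a quality check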;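 note: median bead fluorescence of bound FAM aptamer so fluorescent compounds give negative values; no value below 0 was filed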
Target sequence (P25098 whole entry, looked up): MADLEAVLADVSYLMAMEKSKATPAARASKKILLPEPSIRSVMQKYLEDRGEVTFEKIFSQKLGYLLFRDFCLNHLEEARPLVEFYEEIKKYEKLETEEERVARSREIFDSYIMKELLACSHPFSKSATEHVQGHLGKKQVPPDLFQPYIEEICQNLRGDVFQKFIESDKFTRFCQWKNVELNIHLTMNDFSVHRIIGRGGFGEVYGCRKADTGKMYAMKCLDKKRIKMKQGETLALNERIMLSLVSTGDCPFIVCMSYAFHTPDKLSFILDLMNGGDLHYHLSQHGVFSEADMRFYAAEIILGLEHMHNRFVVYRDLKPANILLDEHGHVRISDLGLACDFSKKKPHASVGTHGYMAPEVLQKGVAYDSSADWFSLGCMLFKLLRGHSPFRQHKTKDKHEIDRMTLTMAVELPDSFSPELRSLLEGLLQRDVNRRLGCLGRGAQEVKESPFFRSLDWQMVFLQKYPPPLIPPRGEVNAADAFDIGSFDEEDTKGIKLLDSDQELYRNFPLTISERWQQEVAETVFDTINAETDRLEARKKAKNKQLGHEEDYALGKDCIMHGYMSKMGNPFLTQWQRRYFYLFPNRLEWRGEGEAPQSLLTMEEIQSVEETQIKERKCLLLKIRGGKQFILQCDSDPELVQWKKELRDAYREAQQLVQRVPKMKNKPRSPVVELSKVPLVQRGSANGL
CIT2-GFP yeast: modulators of CIT2-GFP expression in yeast, primary screen, S. cerevisiae, GFP fusion, multiplex flow cytometry, MLPCN library; S. cerevisiae CIT2-GFP strain, 3 h; 100 means same as DMSO wells; GFP response vs DMSO, % at 10 µM; 320,000 compounds, 0.065% hits; AID 2029, 2009;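 active = GFP response relative to DMSO above a set limit, near the screen mean plus 3 SD, cut at about 150% in these data; inconclusive = Fewer than 70 cells measured for a yeast strain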;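 note: ratio of well median GFP fluorescence to mean of DMSO wells on the plate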
GLD-1 RNA inh: GLD-1/TGE RNA complex disruptors, primary screen, biochemical, fluorescence polarization; purified GLD-1 + fluorescein TGE RNA; inhibition, % at 5.96 µM; 320,000 compounds, 0.44% hits; AID 2280, 2010;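 active = percent inhibition above a per-plate cutoff, the plate mean of test compounds plus 3 SD, cut at about 30% in these data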;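 note: 0% = DMSO wells with GLD-1 and probe and 100% = wells lacking GLD-1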
VLA-4 inh: inhibition in human VLA-4 binding assay, primary screen, VLA-4 allosteric modulator project, MLPCN library, flow cytometry, VLA-4 expressing cells; ligand binding flow cytometry; inhibition, % (about 7 µM as worked out from the volumes in the protocol); AID 2557, 2010; 330,000 compounds, 0.2% hits; Integrin alpha-4 (Homo sapiens), P13612; in the data active = inhibition above about 50%
BCLXL inh: inhibitors of human Bcl-xL, primary screen, biochemical, fluorescence polarization, HTS; Bcl-2-like protein 1 (Homo sapiens), Q07817; GST-Bcl-xL / FITC-Bim BH3 peptide fluorescence polarization; inhibition, % at 10.9 µM; 320,000 compounds, 0.7% hits;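 active = inhibition above the mean of all tested compounds plus 3 SD, cutoff set per campaign, cut at about 30% in these data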;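 note: 0% = DMSO wells and 100% = unlabeled Bim-BH3 peptide competitor; inhibitors lower millipolarization by displacing the labeled peptide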
Target sequence (Q07817 whole entry, looked up): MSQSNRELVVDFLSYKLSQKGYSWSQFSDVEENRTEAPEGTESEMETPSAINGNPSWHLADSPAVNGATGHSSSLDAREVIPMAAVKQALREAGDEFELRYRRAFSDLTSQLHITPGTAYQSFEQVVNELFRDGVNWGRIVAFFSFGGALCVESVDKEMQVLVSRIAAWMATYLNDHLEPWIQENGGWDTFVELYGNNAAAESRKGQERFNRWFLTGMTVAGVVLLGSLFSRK
The depositor's hits bear a star; ? = inconclusive; nt = not tested or not shown; [ ] = remark or other dose. Rows are unselected; any-hit rate near 2.2%.

SMILES	MEX-5 binding	MCL1 BIM primary	AGP1 TOR yeast	Fam108B counter	GRK2 aptamer HTS	CIT2-GFP yeast	GLD-1 RNA inh	VLA-4 inh	BCLXL inh
CCOC(=O)c1c(-c2ccc(-c3ccccc3)cc2)csc1NC(=O)c1cccc(N2C(=O)CCC2=O)c1	-2.1	1	105	-12	0	109	0	-7	6
CCN(CC(=O)NCc1cccs1)C(=O)c1ccc(-c2ccc(F)cc2)o1	nt	nt	98	nt	2	79	-4	20	nt
Cc1noc(C)c1CSc1nc2ccccc2nc1NS(=O)(=O)c1ccc(Cl)cc1	-2.1	2	88	-6	1	93	6	-2	2
C[C@H](CO)N1C[C@H](C)[C@@H](CN(C)C(=O)Nc2ccccc2)Oc2ccc(NC(=O)Nc3ccc(C(F)(F)F)cc3)cc2C1=O	nt	nt	100	nt	0	109	2	1	nt
COc1ccc(-c2nc3ccccc3c(C(=O)Nc3ccc(S(=O)(=O)Nc4cc(C)on4)cc3)c2C)cc1	5.3	5	109	-6	1	98	1	34	4
CN(c1ccccc1)c1nc(N)c([N+](=O)[O-])c(Nc2ccc(F)cc2)n1	0.8	-5	79	4	0	96	-5	-11	6
COc1ccc(Br)cc1C1Nc2ccccc2C(=O)N1NC(=O)c1ccncc1 (centres undefined)	-1.4	4	103	2	0	103	1	-21	4
O=C1CCCc2ccccc2N1Cc1cccc(F)c1	-2.0	-4	103	1	0	108	-9	-9	0
Cc1n(-c2ccccc2)c2ccc(Cl)cc2[n+]1CCO	0.0	-22	92	-3	1	91	-1	31	-16
O=C(NCCO)c1cccc2c1-c1ccccc1C2=O	0.0	12	97	2	3	103	5	0	0
O=C(Nc1ccccc1C(=O)NC(Cc1ccc(O)cc1)C(=O)O)c1ccccc1 (centres undefined)	2.6	5	104	0	0	102	-2	-8	10
CCCOc1ccc(N2C(=O)CC(N3CCCC(C(=O)N4CCCC4)C3)C2=O)cc1 (centres undefined)	2.9	0	nt	2	3	90	-4	10	5
COc1ccc(NCc2nnc(SCC(=O)Nc3ccc(OC)cc3OC)o2)cc1	0.6	-2	97	0	4	99	0	13	-3
O=C1C=C(c2ccc3[nH]ccc3c2)CCC1	-0.6	-9	83	6	1	89	-1	37	-3
Cc1ccc(NC(=O)COC(=O)c2nn(C)c(=O)c3ccccc23)cc1F	nt	nt	97	nt	0	104	1	2	nt
COc1ccc(C2C(C#N)=C(N)Oc3c2oc(CO)cc3=O)cc1 (centres undefined)	-1.4	0	106	-3	2	92	6	9	-2
CCc1nc2ccccc2n1CC(=O)N(C(C)CC)C1CCS(=O)(=O)C1 (centres undefined)	0.6	11	90	-1	0	91	3	8	8
O=C1C=C(c2ccc3c(c2)oc2ccccc23)C[C@@H](c2ccc(Cl)cc2)C1	nt	-8	101	nt	1	97	-8	0	-1
O=C1CC(c2ccc(F)cc2)CC2=C1C=Nc1ccccc1N2 (centres undefined)	-0.7	-2	90	1	0	91	0	-1	6
O=C(CNc1ccc(Br)cc1)c1ccc(Br)s1	0.3	8	99	-2	0	102	5	-7	5
COc1ccccc1[C@@H]1C(c2cccc(Cl)c2)=NN(c2ccccc2)[C@H]1C(=O)N1CCOC1=O	1.4	5	20[may fluoresce violet]	5	0	?	14	-4	2
Cc1onc(-c2ccccc2Cl)c1C(=O)NCCn1c(C)cc2ccccc21	1.0	8	97	-1	21	89	13	0	8
COc1ccc(-c2csc(NC(=O)C3=COCCO3)n2)c(OC)c1	-2.0	-8	95	-2	0	93	4	-8	-5
O=C(NCCCN1CCOCC1)c1onc(CSc2ccccn2)c1C(=O)NCCCN1CCOCC1	0.5	6	90	5	3	90	2	-6	5
COc1cccc(/C=N/NC(=O)c2c(C)nc3ccc(Br)cn23)c1O	-0.8	26	101	5	1	97	-11	8	10
Cc1noc(C)c1S(=O)(=O)Nc1cccc(C(F)(F)F)c1	2.0	7	102	1	0	nt	9	1	-1
Cc1cc(C)n2c(SCC(=O)NCc3ccc4c(c3)OCO4)nnc2n1	2.4	0	98	-2	2	94	0	1	2
CSc1cccc(NC(=O)COc2ccccc2)c1	nt	-2	97	0	1	97	-6	-5	2
CCn1c(SCc2nc3scc(-c4ccccc4)c3c(=O)[nH]2)nnc1-c1ccc(Cl)cc1	-7.2	-8	95	1	0	116	1	-4	-2
COc1ccc(C(=O)NCc2ccccc2CN2CCCC2)cc1S(=O)(=O)Nc1ccc(C)cc1	nt	-7	105	nt	0	100	-14	0	0
O=C1NN=C(c2ccc(Cl)cc2)CC1c1cccc(Br)c1 (centres undefined)	-3.9	1	109	-4	0	105	-1	12	8
Cc1ccccc1C(=O)Nc1cccc(-c2cn3ccccc3n2)c1	-1.7	-10	101	-1	0	99	0	5	2
Cc1ccccc1OCCC(=O)OCC(=O)NC(C)c1ccccc1 (centres undefined)	0.6	-2	104	0	0	106	3	42	3
COC(=O)CSc1ncnc2c1sc1nc3c(cc12)COC(C)(C)C3	-0.9	5	96	-1	0	100	-2	-18	7
COCCN(Cc1cc2ccc(C)cc2n2nnnc12)Cc1nnnn1C(C)(C)C	1.0	-6	nt	-4	1	97	-10	22	-4
COc1ccc(NC(=O)CNC(=O)c2c(C)nn(C)c2Cl)cc1	-0.5	3	107	-1	3	106	-7	2	4
Cc1noc(C)c1CSCC(=O)Nc1cc(S(=O)(=O)N2CCOCC2)ccc1OCC(F)(F)F	2.1	-11	106	2	3	98	-3	8	-1
CC1(C)CC2CC(C)(CN2C(=O)C23CCC(C)(C(=O)O2)C3(C)C)C1 (centres undefined)	1.3	0	110	3	2	107	3	-3	3
CCOC(=O)N1CCN(C(=O)COC(=O)CN(C)S(=O)(=O)c2ccc(NC(C)=O)cc2)CC1	0.0	-3	94	-4	0	96	3	7	5
COc1ccc2c(Cl)c(C(=O)N/N=C/c3ccc4c(c3)OCO4)sc2c1	-2.0	-2	99	-17	0	82	-14	2	-6
CC(C)c1c(C(=O)N/N=C/c2ccc(Cl)cc2Cl)nnn1-c1nonc1N	0.8	0	115	2	1	117	1	11	-1
Cc1cccc(CCNC(=O)c2nnc(Cc3ccc(Cl)cc3)o2)c1	-1.1	-5	101	0	0	98	4	19	-1
O=C(/C=C/c1ccccc1F)N1CCN(c2ccccn2)CC1	1.5	3	96	-8	2	101	5	-1	3
CC(OC(=O)c1ccc(-n2cnnn2)cc1)C(=O)NCc1ccccc1 (centres undefined)	-1.3	-5	106	-1	1	103	4	8	1
CN(C)c1nc(OCCNC(=O)COc2ccc(Cl)cc2Cl)nc(N2CCOCC2)n1	-0.4	9	105	3	0	nt	4	-4	5
CCCCC(=O)NC(=S)Nc1cccc(Cl)c1N1CCCCC1	-0.3	-1	94	-8	0	90	4	2	4
COC/C=C/C1=CC(=O)C[C@H](c2ccc3c(c2)OCO3)C1	nt	-9	86	nt	1	90	0	20	-3
COC(=O)CCC(=O)OC1(C)C(=O)C2=CN(CCN3CCOCC3)C(c3ccc(OC)cc3)=CC2=C(Br)C1=O (centres undefined)	-5.7	21	79	6	3	65	16	48	24
Clc1ccc(-c2cn3cc(Br)ccc3n2)cc1Cl	1.2	1	92	-2	0	96	1	-10	-1
O=C(NCCN1CCOCC1)c1ccc2c(c1)N(Cc1ccc(F)cc1)C(=O)CS2	-0.1	-3	92	1	0	92	9	13	-3
Next results.
SMILES	MEX-5 binding	MCL1 BIM primary	AGP1 TOR yeast	Fam108B counter	GRK2 aptamer HTS	CIT2-GFP yeast	GLD-1 RNA inh	VLA-4 inh	BCLXL inh
CCOC(=O)N1CCN(C(=O)c2cn(CC)c3ccc(S(=O)(=O)N(C)C4CCCCC4)cc3c2=O)CC1	-0.9	4	99	2	1	104	0	-13	9
COc1cc(Br)cc(/C=N/NC(=O)Cc2ccccc2)c1O	-4.2	-3	102	1	6	95	10	-3	1
O=C(OC(C(=O)Nc1cc(Cl)cc(Cl)c1)c1ccccc1)C1=COCCO1 (centres undefined)	0.0	-13	nt	-19	0	nt	1	12	-1
O=C(O)c1ccc(N/N=C/c2ccncc2)cc1	0.1	-5	105	-3	0	93	2	9	0
Cc1nn(-c2ccccc2)c2c1C1(C(=O)N(C)c3ccccc31)C(C#N)=C(N)O2 (centres undefined)	-0.6	5	104	4	2	101	3	14	8
CC(C)(C)NC(=O)CN(C(=O)c1snc(C(=O)NC2CCCCC2)c1N)c1ccccc1F	1.9	6	89	-1	3	96	-5	3	10
Nc1nnc(SCn2nnc3ccccc3c2=O)s1	-0.4	-3	101	4	2	101	0	3	-1
NC(=O)COc1ccccc1	-3.0	3	108	0	1	103	5	-9	7
C[C@@H]1C(=O)O[C@H]2CC34[C@H]5C[C@@H](C(C)(C)C)[C@]36[C@@H](OC(=O)[C@@H]6O)O[C@@]4(C(=O)O5)[C@]21O (some centres undefined)	nt	0	92	3	1	85	1	3	0
O=C(CSc1nc2c(cnn2-c2ccc(F)cc2)c(=O)[nH]1)N1CCCCCC1	-1.6	1	104	-3	0	97	8	7	2
C/C(=N\NC(=O)c1cc(O)ccc1O)c1cccc(NC(=O)c2cccc(Cl)c2)c1	2.3	38	103	10	5	97	0	-10	16
Cc1nn(Cc2ccccc2)c(Cl)c1C(=O)OCc1nnc(-c2ccc(Cl)cc2)o1	2.1	4	105	-6	0	103	0	0	8
c1ccc2c(N3CCCCC3)nc(N3CCCCC3)nc2c1	1.3	-9	106	-4	1	85	-2	1	-2
Nc1nc(SCC(=O)Nc2ccc([N+](=O)[O-])cc2)n[nH]1	-1.6	8	101	-1	3	97	3	-2	5
COc1cccc(CN2CCNC(=O)C2CC(=O)NCCn2ccc3ccccc32)c1OC (centres undefined)	0.5	12	100	0	2	99	6	0	9
Cc1cccc(C)c1OCc1nc2ccccc2c(=O)n1/N=C/c1c[nH]c2ccccc12	-2.2	-11	98	-30	2	102	9	8	-4
CNc1ccccc1-n1ccc(-c2ccccc2)n1	1.5	0	100	-1	0	109	-1	8	3
O=C(C1CCN(Cc2ccc(Cl)cc2)CC1)N1CCN(C(c2ccccc2)c2ccccc2)CC1	0.0	8	nt	0	0	nt	9	24	0
Cc1cccc(-n2c(C)cc(/C=N/NC(=O)c3ccc(CN4CCOCC4)cc3)c2C)c1	2.0	1	92	1	0	98	0	10	0
Cc1ccc(NC(=O)C2CCCN(S(=O)(=O)c3c(C)noc3C)C2)c(Br)c1 (centres undefined)	1.5	-4	101	1	6	107	-9	7	1
CCN(C(=O)COC(=O)CNC(=O)c1ccc(F)cc1)C1CCS(=O)(=O)C1 (centres undefined)	-0.9	9	99	0	0	102	9	12	4
CCOC(=O)C1C(=O)C=C(Nc2ccccc2F)CC1c1ccccc1 (centres undefined)	0.5	9	100	-1	3	95	-5	15	2
